NR2E3 ag: agonists of human nuclear receptor NR2E3. inhibition of corepressor binding, % at 4.78 µM. 0.12% of 320,000 active. GST-NR2E3/biotin-RetCOR TR-FRET, 1536-well;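 active means percent inhibition above the cutoff of mean plus 3 SD of all tested compounds, set per screening campaign, cut at about 20% in these data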;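 further: 0% = DMSO wells and 100% = biotin wells as full block of FRET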
Target sequence (Q9Y5X4 whole entry, looked up): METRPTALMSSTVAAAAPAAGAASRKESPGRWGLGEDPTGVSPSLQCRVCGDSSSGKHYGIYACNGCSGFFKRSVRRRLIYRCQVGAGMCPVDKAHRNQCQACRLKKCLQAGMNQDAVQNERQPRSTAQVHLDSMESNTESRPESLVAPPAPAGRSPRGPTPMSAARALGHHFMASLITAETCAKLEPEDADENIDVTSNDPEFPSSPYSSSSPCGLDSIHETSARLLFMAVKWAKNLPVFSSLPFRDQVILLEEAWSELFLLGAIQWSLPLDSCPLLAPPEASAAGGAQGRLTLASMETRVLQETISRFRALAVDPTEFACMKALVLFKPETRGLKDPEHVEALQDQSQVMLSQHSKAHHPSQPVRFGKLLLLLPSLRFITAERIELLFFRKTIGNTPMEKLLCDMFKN
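Assay system: NR2E3–RetCOR corepressor complex. Quantity: 1.35 nM GST-NR2E3. Buffer or medium: pH 7.5 Tris-based buffer. Reagent: biotinylated RetCOR corepressor at 7 nM final. Schedule: 5 h at 4 °C. Detection: TR-FRET, emission read at 617 and 671 nm. Replicates: one well per compound, singlicate testing.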
CaV13 FRET inh: Primary screen for inhibitors of IQ motif and Ca2+-dependent inactivation inhibitor domain binding in CACNA1D, Förster resonance energy transfer in living cells, …; HEK cells, CFP/YFP FRET ICDI-IQ, plate reader, 10 min; percent FRET-ratio fall versus neutral wells; AID 743397; 0.098% of 340,000 active; inhibition, % at 12.3 µM;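 active means mean replicate inhibition of at least 30% and at least 1% of replicates passing that level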;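 further: 0% = median of the neutral control wells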
Numbers without * were called inactive; / = no result given. A portion of the library; the hit share may differ from the screen's.

Each structure is followed by: NR2E3 ag, CaV13 FRET inh
c1ccc(CC(Nc2cccnc2)c2ccccc2)cc1 (centres undefined)
    /, -4
COc1cccc(NC(=O)N(C)C[C@H]2OCc3cn(nn3)CCCC(=O)N([C@H](C)CO)C[C@@H]2C)c1
    /, -4
C[C@@H]1CN([C@H](C)CO)C(=O)CCCn2cc(nn2)CO[C@H]1CN(C)S(=O)(=O)c1cn(C)cn1
    /, -4
COC(=O)C1=C(C)N(Cc2cccc(C(F)(F)F)c2)C(=NCc2ccccc2)NC1c1ccc(Cl)cc1 (centres undefined)
    /, -3
C[C@@H]1CN([C@@H](C)CO)C(=O)CCCn2nncc2CO[C@@H]1CN(C)C(=O)C1CC1
    /, -5
COc1ccc(Cc2nnc(NC(=O)CSc3ccc(Cl)cc3)s2)cc1OC
    /, -6
CN(Cc1ccc2c(c1)CCCN2C)C(=O)[C@@H](Cc1ccccc1)NC(=O)[C@H]1O[C@@H](n2ccc(=O)[nH]c2=O)[C@H](O)[C@@H]1O
    /, -4
C=CCN1C(=O)[C@]2(OCCC=C[C@H]2C)c2cc(OC)ccc21
    /, -5
Cc1cc(NC(=O)Cc2c(C)[nH]c3ccccc23)ccc1Oc1cccnc1
    /, -2
CN(C)c1ccc(C(=O)NCC2CCN(C(=O)C(=O)c3cccs3)CC2)cc1
    /, -10
COc1ccccc1C(=O)N1CCC2CCN(C(=O)OC(C)(C)C)C2C1 (centres undefined)
    /, -12
Nc1[nH]c(C(=O)c2ccccc2)c(-c2ccc(Br)cc2)c1C(=O)c1ccccc1
    /, -19
CC1CCCN(c2cccc3c2S(=O)(=O)N(Cc2cccc(Cl)c2)[C@@H](C)[C@H](c2ccccc2)O3)C1 (some centres undefined)
    /, -4
COCc1[nH]nc2c1C(c1ccccc1)N(c1ccccc1)C2=O (centres undefined)
    /, -4
CCOC(=O)c1c(N)c(C#N)nn1-c1ccccc1C(=O)OC
    /, -9
CN(C)Cc1c(C(C)(C)O)[nH]c2cc(F)ccc12
    /, -5
COc1cccc(-c2nnc(N(C)C(=O)c3ccno3)s2)c1
    /, -4
O=C1NC(c2cccc(C(F)(F)F)c2)c2c(-c3ccccc3)n[nH]c21 (centres undefined)
    /, -2
CC(C)CC1O[C@@H](C)[C@@H]2CN3CCc4c([nH]c5ccccc45)[C@@H]3C[C@@H]2N1C (some centres undefined)
    /, -4
COc1ccccc1CCn1cnc(-c2cccc(Cl)c2)c1CC(C)C
    /, -4
C[C@H]1CN([C@@H](C)CO)C(=O)CCCn2cc(nn2)CO[C@@H]1CN(C)C(=O)c1ccccc1
    /, 0
O=[N+]([O-])c1ccc(OC2OCC(O)C(O)C2O)cc1 (centres undefined)
    /, -4
Cc1onc(-c2ccccc2)c1C(=O)NN=Cc1cc(Cl)cc(Cl)c1O
    /, -16
CCc1cc2c(nc1CC)CCCN2S(=O)(=O)c1ccc(C#N)cc1
    /, -4
C[C@H]1CN([C@@H](C)CO)C(=O)c2c(c3ccccc3n2C)-c2ccccc2CO[C@H]1CN(C)C(=O)Nc1cccc(F)c1
    /, -6
CC(C)N(C[C@@H]1CSCCS(=O)(=O)N1)C(C)C
    /, -5
CCOC(=O)[C@@H]1CSCCS(=O)(=O)N1C(=O)[C@H](Cc1ccccc1)NC(=O)OC(C)(C)C
    /, -5
CC(C)[C@H](NC(=O)c1ccco1)C(=O)N1CCC[C@H]1C(=O)NCc1ccccc1
    /, -3
COc1ccc2nc3n(c(=O)c2c1)-c1ccccc1C(=O)NC3Cc1ccccc1 (centres undefined)
    /, -9
O=C(NCc1ccccc1)[C@@H]1CCCN1C(=O)[C@@H](NS(=O)(=O)c1ccc(F)cc1F)c1ccccc1
    /, -5

(listing goes on)
Each structure is followed by: NR2E3 ag, CaV13 FRET inh
Cc1ccc2oc(=O)c3cc(C(=O)NCCCN4CCC(C)CC4)sc3c2c1
    /, -7
O=C(CSc1nc2ccc(Nc3nc(N4CCOCC4)nc(N4CCOCC4)n3)cc2s1)Nc1ccccc1
    /, -1
CNC[C@H]1OCc2cnnn2CCCC(=O)N([C@@H](C)CO)C[C@@H]1C
    /, -6
Cc1ccc(S(=O)(=O)N(C)[C@H]2C[C@H]3c4[nH]c5cccc(-c6ccccc6)c5c4CCN3C(=O)[C@H]2[C@H](C)O)cc1
    /, -3
CC(=O)Nc1ccc(S(=O)(=O)NCC2CCN(C(=O)C(=O)c3cccs3)CC2)cc1
    /, -12
CC1=CC2=NC(=O)/C(=C\c3ccc(-c4ccc(Cl)cc4)o3)C(=N)N2O1
    /, -3
COC(=O)C1=C(C)N(Cc2ccccc2C(F)(F)F)C(=NCc2ccc(C(F)(F)F)cc2)NC1CCc1ccccc1 (centres undefined)
    /, -5
COC(=O)c1cc2c(c3c4cc(C)ccc4n(S(=O)(=O)c4ccc(OC)cc4)c13)C(=O)N(Cc1ccc(C(F)(F)F)cc1)C2
    /, -12
CC(C)(C)OC(=O)N1CCC[C@@H]1C(=O)N1CCC[C@H]1C(=O)NCc1ccccc1
    /, -9
Cc1cc2c(c(=O)o1)[C@@]1(C(=O)N(C)c3ccccc31)C1=C(CC(C)(C)CC1=O)O2
    /, -7
COc1cccc(C(=O)N[C@H](C(=O)N2CCC[C@H]2C(=O)NCCc2ccccc2Cl)C2CCCCC2)c1
    /, -3
COC(=O)[C@H](Cc1ccccc1)N1C[C@@H](N2CCC[C@H]2C)CS1(=O)=O
    /, -4
O=Cc1ccc([B-](F)(F)F)o1
    /, -5
C=CCN1C(=O)c2n[nH]c(COC)c2C1c1ccc(Br)cc1 (centres undefined)
    /, -3
Nc1[nH]c(C(=O)c2ccccc2)c(-c2ccccc2)c1C(=O)NCCc1c[nH]c2ccccc12
    /, -15
CC(=O)C1=C(C)N(Cc2ccc(F)cc2)C(=S)NC1c1cccc(Br)c1 (centres undefined)
    /, -5
O=C(CC1CCCC1)N[C@H](C(=O)N1CCC[C@H]1C(=O)NC1CCCC1)C1CCCCC1
    /, -4
CC1CCCCN1S(=O)(=O)c1cc2c(=O)nc3ccccn3c2cc1Cl (centres undefined)
    /, -6
C=CCO[C@H]1CN(C(=O)OC)[C@@H](c2ccccc2Br)C[C@H]1OCC=C
    /, -4
CC(C)C[C@H](NC(=O)c1ccc(Cl)c(Cl)c1)C(=O)N1CCC[C@H]1C(=O)NCc1ccccc1
    /, -8
C[C@@H]1NS(=O)(=O)c2cccc(Cl)c2O[C@@H]1c1ccccc1
    /, -7
CCCCc1c(-c2ccccc2OC)ncn1Cc1cccc(OC)c1
    /, -4
Cc1cc(Nc2ccc(OC(F)F)cc2)cc(=O)n1-c1ccc(OC(F)F)cc1
    /, -11
CCOC(=O)CC1(Cc2ccccc2)Oc2ccccc2O1
    /, -9
COCCCNC(=O)C[C@H]1C[C@@]2(C(=O)OC)C(=C[C@H](C(C)(C)C)O[C@@H]2C)N(Cc2ccc3c(c2)OCO3)C1=O
    /, -4
C=CC(=O)NC1CCCCN(CCC)C1=O (centres undefined)
    /, -2
CC(=O)C1=C(C)N(Cc2ccc(Cl)cc2)C(=S)NC1c1ccc(F)cc1 (centres undefined)
    /, -3
CCNC(=O)N1CCN(c2ccc(N3CCN(Cc4ccccc4)[C@@H](C)C3)c(C)c2)[C@H](C)C1
    /, -11
COc1cccc(C(=O)N2CCC[C@@H]2C(=O)N2CCC[C@@H]2C(=O)NCc2ccccc2)c1
    /, -4
CCc1cccc(-n2c(C)cc(O)cc2=O)c1
    /, -2

(continued)
Each structure is followed by: NR2E3 ag, CaV13 FRET inh
COC(=O)C1=C(C)N(Cc2ccccc2C(F)(F)F)C(=NCc2cc(OC)c(OC)c(OC)c2)NC1c1ccc(Cl)cc1 (centres undefined)
    /, -12
Nc1[nH]c(C(=O)c2ccccc2)c(-c2ccc(Cl)cc2)c1C(=O)c1c[nH]c2ccccc12
    /, -8
Cc1cccc(N2CCCn3c2nc2c3c(=O)n(CC(=O)OCc3ccccc3)c(=O)n2C)c1
    /, -3
O=[N+]([O-])c1ccc(Sc2nc3ccccc3[nH]2)c(Cl)c1
    /, -12
C[C@@H]1CN([C@H](C)CO)C(=O)c2cc(NS(=O)(=O)c3ccccc3)ccc2O[C@@H](C)CCCCO[C@@H]1CN(C)Cc1ccc(Cl)c(Cl)c1
    /, -6
COC(=O)Cc1nnn2c1[C@H](C)[C@@H](OC)c1cc(Br)ccc1-2
    /, -5
COc1cc2c(cc1OC)[C@@H](NC(=O)c1ccncc1)[C@H](C)[C@H]2c1ccccc1
    /, -3
O=c1c2c3c(sc2n(CCN2CCOCC2)c(=O)n1C1CCCCC1)CCCCC3
    /, -1
COC(=O)C1=C(C)N(C)C(=NCc2cccc(C(F)(F)F)c2)NC1c1ccc(C(F)(F)F)cc1 (centres undefined)
    /, -4
COC(=O)c1cc2c(c3c4cc(F)ccc4n(S(=O)(=O)c4ccc(C)cc4)c13)C(=O)N(C)C2
    /, -4
NCc1c(O)ccc2ccccc12
    -2, -3
CCCOc1ccc(/C=N/NC(=S)Nc2ccccc2[N+](=O)[O-])c(O)c1
    0, -14
COc1ccc(CNC(=O)[C@H](C)[C@@H]2C[C@@]2(C)[C@@H](NC(=O)OCc2ccccc2)c2ccccc2)cc1OC
    5, -10
Brc1ccc(/C=N/Nc2nncc(-c3ccccc3)n2)o1
    4, -5
O=[N+]([O-])c1ccccc1S(=O)(=O)Nc1cccc2cccnc12
    4, -7
O=C(C1=C(O)C(=O)N(CCCN2CCOCC2)C1c1ccc(Cl)cc1)c1cc2ccccc2o1 (centres undefined)
    30*, -6
C[C@@H](C(=O)Nc1ccc2ccccc2c1)[C@H]1C[C@]1(C)[C@H](NS(=O)(=O)c1ccccc1)c1ccccc1
    -3, -10
O=c1[nH]c(CSc2nnc3ccccn23)nc2cc(C(F)(F)F)ccc12
    2, -5
CC(NC(=O)c1cc(=O)[nH]c2ccc(Br)cc12)c1ccccc1 (centres undefined)
    4, 1
Cc1ccc(NCC(=O)N=Nc2c(O)[nH]c3ccc([N+](=O)[O-])cc23)cc1
    0, -2
C#CCOCCOCCOCCNc1nc(N2CCN(C(=O)C([C@@H](C)CC)n3cc(C(N)CO)nn3)CC2)nc(N2CCN(C(=O)C([C@@H](C)CC)n3cc(C(N)COC(=O)C(F)(F)F)nn3)CC2)n1 (some centres undefined)
    4, -5
O=c1c2c(nc3nc(NCc4ccccc4Cl)[nH]n13)CCC2
    -3, -4
CCOCC(=O)Nc1ccc(C(=O)Nc2ccccc2Cl)cc1
    4, -6
CCN(CC)CCCN=C(N)N
    2, -2
Nc1c(C(=O)Nc2ccccc2)sc2nc(-c3cccnc3)ccc12
    0, -36
COc1cc(C2C(S(=O)(=O)c3ccccc3)CON2C)ccc1OCc1ccc(F)cc1 (centres undefined)
    -1, 5
O=C1C2(CCCC13COC(c1ccc(O)cc1)OC3)COC(c1ccc(O)cc1)OC2 (centres undefined)
    -2, -2
CCC(=O)NC(/C=C/c1ccccc1)c1cc([N+](=O)[O-])c2cccnc2c1O (centres undefined)
    3, -5
Cc1ccc(C2(C(F)(F)F)N=C3Sc4cc(C)ccc4N3C(=O)N2)cc1 (centres undefined)
    3, -4
CCSc1nnc(NC(=O)CSc2nccn2-c2cc(C)cc(C)c2)s1
    -1, -1

Retrieved by structure from above (6):
Each structure is followed by: NR2E3 ag, CaV13 FRET inh
COC(=O)C1=C(C)N(Cc2ccccc2C(F)(F)F)C(=NCc2cc(OC)c(OC)c(OC)c2)NC1c1ccc(Cl)cc1 (centres undefined)
    /, -12
O=c1c2c(nc3nc(NCc4ccccc4Cl)[nH]n13)CCC2
    -3, -4
O=[N+]([O-])c1ccccc1S(=O)(=O)Nc1cccc2cccnc12
    4, -7
Nc1c(C(=O)Nc2ccccc2)sc2nc(-c3cccnc3)ccc12
    0, -36
O=C1C2(CCCC13COC(c1ccc(O)cc1)OC3)COC(c1ccc(O)cc1)OC2 (centres undefined)
    -2, -2
COC(=O)c1cc2c(c3c4cc(F)ccc4n(S(=O)(=O)c4ccc(C)cc4)c13)C(=O)N(C)C2
    /, -4

Continuation:
Each structure is followed by: NR2E3 ag, CaV13 FRET inh
COc1ccc(-c2c(C#N)c(N)nc3c2CCc2ccccc2-3)cc1OC
    1, -10
CCCCc1nnc(NC(=O)COc2ccc3c(C)cc(=O)oc3c2)s1
    1, -2
O=C(NCCN1CCOCC1)c1cc(Cl)ccc1[N+](=O)[O-]
    0, -5
C=CCSc1nnc(NC(=O)CSc2ccccn2)s1
    3, -6
O=C1C=CC(=O)N1CCCCCCN1C(=O)C=CC1=O
    -2, -5
COc1cccc(CC(NC(C)=O)C(=O)NC2CCN(c3ncccc3[N+](=O)[O-])CC2)c1 (centres undefined)
    -2, -17
CN(C)S(=O)(=O)c1cccc(N=C2NN=C(c3ccccc3)CS2)c1
    -3, -5
CSCCC(NC(=O)c1ccccc1)C(=O)Nc1ccc(NC(C)=O)cc1 (centres undefined)
    0, -5
N=C1c2ccccc2CN1c1ccc(N2CCOCC2)c(S(=O)(=O)Nc2ccc(Cl)cc2)c1
    11, -15
CN1CCN(C(c2ccc(C(F)(F)F)cc2)c2ccc3cccnc3c2O)CC1 (centres undefined)
    5, -19
O=C(c1ccc2c(c1)N(Cc1ccccc1F)C(=O)c1ccccc1S2)N1CCOCC1
    0, -5
Cc1ccc(-n2nc(C(=O)N/N=C/c3cccc(C(F)(F)F)c3)c3ccccc3c2=O)cc1C
    -1, -3
COC(=O)c1[nH]c2cccc(OC)c2c1NC(=O)C(C)N1CCC(C)CC1 (centres undefined)
    -2, -10
